High-throughput results: PubChem BioAssay, National Center for Advancing Translational Sciences (NCATS)
RGS4 inhibitor – blocks human RGS4-accelerated GTP hydrolysis; P49798; Transcreener GDP fluorescence polarization, RGS4-accelerated GTP hydrolysis; Potency, µM (series often up to 114 µM), without a hit: top-dose activity change, negative = inhibition, actives largely listed as inhibitors; hit rate 0.039% among 390,000; note: % is set by controls: 0 for no effect and ±100 for the full control effect; nearly all actives have a fitted effect of over 75% in size; some results filed as inactive show a strong effect at the top dose
Target sequence (P49798 whole entry, looked up): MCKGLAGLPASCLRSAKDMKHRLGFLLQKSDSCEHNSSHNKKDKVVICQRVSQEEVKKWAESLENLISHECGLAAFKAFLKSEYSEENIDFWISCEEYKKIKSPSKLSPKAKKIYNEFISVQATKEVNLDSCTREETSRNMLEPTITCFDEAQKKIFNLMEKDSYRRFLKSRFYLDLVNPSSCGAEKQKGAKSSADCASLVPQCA
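MLSMR compounds (23 nl, pin-transferred) preincubated 10 min at room temperature with a 500nM (2x) first reagent, then RGS4 at 900nM (2x) plus Transcreener GDP mix added; fluorescence polarization (620/688 nm) read before and after 90 min at 30 °C.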
TrxR1 inh – inhibitors of rat thioredoxin reductase 1 | O89049 | recombinant rTrxR1, NADPH fluorescence consumption, selenite substrate | Potency, µM (doses to about 114 µM), for the others: top-dose activity change, negative = inhibition, actives largely listed as inhibitors | hit rate 1% among 390,000 | AID 588453; note: % is set by controls: 0 for no effect and ±100 for the full control effect; nearly all actives have a fitted effect of over 65% in size
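Rat TrxR1 (90 nM in the dispensed reagent) was pre-reduced with 400 uM NADPH for 5 min at room temperature, then incubated with compound for 15 min. After 400 uM selenite was added, NADPH fluorescence (Ex 340/Em 450 nm) was followed for 8 min.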
Pin1 inhibitor – human Pin1 inhibition | Q13526 | Pin1 FP peptide displacement, HiFluor488, 10 min | Potency, µM (titrated, usually from 115 µM), without a hit: top-dose activity, negative = inhibition, usual class: inhibitors | hit rate 0.009% among 390,000; active = well fitted inhibition curve with a large enough effect in the polarisation, with a control signal flat, not every such curve was filed as active; inconclusive = small, poorly fitted or top-dose-only effect, or effect the other way, or a change in a side signal; inactive = no such curve, though single readings can be large or run the other way; the % refers to the polarisation; note: % is set by controls: 0 for no effect and ±100 for the full control effect
Target sequence (Q13526 whole entry, looked up): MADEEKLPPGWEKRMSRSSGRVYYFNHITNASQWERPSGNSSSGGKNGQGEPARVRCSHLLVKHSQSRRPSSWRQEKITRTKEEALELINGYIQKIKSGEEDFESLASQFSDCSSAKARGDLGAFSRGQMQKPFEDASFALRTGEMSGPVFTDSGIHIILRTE
GLS inh – blocks human kidney-isoform glutaminase activity | O94925 | GLS enzymatic activity, qHTS titration | Potency, µM (doses to about 45.5 µM), without a hit: at the highest dose activity change, negative = inhibition, usual class: inhibitors | hit rate 0.21% among 410,000; note: % is set by controls: 0 for no effect and ±100 for the full control effect
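Enzyme dispensed in phosphate buffer (45 mM, pH 8.2, 0.02% Tween-20), compounds pinned in, then 1 mM L-glutamine solution and the glutamate oxidase–HRP–Amplex Red mix added; fluorescence read immediately and again after 30 min at room temperature.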
ALOX12 inh – ALOX12 (human) lipoxygenase inhibition; AID 1671190; hit rate 1.1% among 580,000; Potency, µM (titrated, usually from 108 µM), for inactives: top-dose activity change, negative = inhibition, actives largely listed as inhibitors; purified 12hLO, xylenol orange hydroperoxide absorbance; P18054; note: % is set by controls: 0 for no effect and ±100 for the full control effect
Target sequence (P18054 whole entry, looked up): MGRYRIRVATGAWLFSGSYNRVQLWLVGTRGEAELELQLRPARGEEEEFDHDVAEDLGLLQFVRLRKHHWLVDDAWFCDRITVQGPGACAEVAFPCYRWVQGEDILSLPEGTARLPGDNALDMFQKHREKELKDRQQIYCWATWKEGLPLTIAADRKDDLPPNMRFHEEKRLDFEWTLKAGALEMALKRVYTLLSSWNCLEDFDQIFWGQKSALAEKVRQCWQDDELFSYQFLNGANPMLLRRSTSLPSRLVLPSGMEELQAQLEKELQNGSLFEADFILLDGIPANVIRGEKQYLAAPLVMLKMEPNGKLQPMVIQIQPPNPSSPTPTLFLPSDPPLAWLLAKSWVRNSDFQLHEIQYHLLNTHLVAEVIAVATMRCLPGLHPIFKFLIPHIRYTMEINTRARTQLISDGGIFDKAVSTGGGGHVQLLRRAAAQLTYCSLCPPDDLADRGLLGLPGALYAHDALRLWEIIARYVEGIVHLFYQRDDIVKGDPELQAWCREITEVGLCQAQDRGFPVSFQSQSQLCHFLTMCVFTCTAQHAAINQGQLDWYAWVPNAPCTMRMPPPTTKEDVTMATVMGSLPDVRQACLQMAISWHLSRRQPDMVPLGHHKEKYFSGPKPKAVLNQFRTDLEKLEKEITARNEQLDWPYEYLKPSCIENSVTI
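Hydroperoxide product was detected by ferrous iron/xylenol orange as the 573 to 405 nm absorbance ratio. Arachidonic acid at 40 uM (final) was turned over for 30 min at room temperature by 150 nM human 12hLO, pH 7.0 Hepes buffer, after 15 min compound preincubation.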
JMJD2A Tudor – blocks the human JMJD2A Tudor domain. Potency, µM (highest dose often 114 µM), inactives show at the top dose activity change, negative = inhibition, usual class: inhibitors. AID 504339. hit rate 4.4% among 390,000. AlphaScreen JMJD2A-Tudor / H3K4me3 peptide binding. O75164; note: % is set by controls: 0 for no effect and ±100 for the full control effect; nearly all actives have a fitted effect of over 50% in size
ERG-DNA inh – inhibitors of human ERG Ets domain-DNA interaction; P11308; fluorescence polarization, His-ERG Ets domain / labelled DNA; Potency, µM (top dose mostly 76.9 µM), inactives show top-dose FP activity, negative = inhibition, actives largely listed as inhibitors; hit rate 0.028% among 370,000; active = well fitted inhibition curve with a large enough effect in the polarisation, with a control signal flat; inconclusive = small, poorly fitted or top-dose-only effect, or effect the other way, or a change in a side signal; inactive = no such curve, though single readings can be large or run the other way; the % refers to the polarisation;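 note: polarization taken with two DNA probes labelled with fluorescein and Texas red; % of control where 0% means no effect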
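His-tagged ERG Ets domain (1 uM in the protein solution; 300mM KCl, 50mM Tris-HCl, 1mM EDTA, 1mM DTT, pH 7.5) received compound, then a probe mix of 5 nM fluorescein-DNA and 100nM Texas-615-DNA. Fluorescence polarization was read for both dyes.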
HP1b binding inh – inhibitors of HP1-beta chromodomain binding to methylated histone tails; P83916; AlphaScreen HP1-beta / biotin-H3K9me3 peptide binding; hit rate 0.56% among 390,000; Potency, µM (series often up to 114 µM), for the others: at the highest dose activity change, negative = inhibition, most hits filed as inhibitors; note: nearly all actives have a fitted effect of over 70% in size; inactives centre near 23
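HP1-beta protein (50 nM final) preincubated 30 min at room temperature with biotinylated H3(1-18)K9me3 peptide (50 nM) in PBS pH 7.4, 0.01% Tween-20, then compound added for 30 min. AlphaScreen streptavidin donor/nickel chelate acceptor beads (10 ug/mL final), 30 min dark, luminescence read.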
Tb PGK inh – inhibitors of T. brucei phosphoglycerate kinase. P07378. PGK/GAPDH coupled, Kinase-Glo luminescence, 60 min. Potency, µM (top dose mostly 57.5 µM), for the others: at the highest dose activity change, negative = inhibition, actives largely listed as inhibitors. hit rate 0.043% among 380,000. AID 602233; note: % is set by controls: 0 for no effect and ±100 for the full control effect; nearly all actives have a fitted effect of over 60% in size
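Recombinant glycosomal PGK reaction used 1,3-bisphosphoglycerate generated in-well by GAPDH (100nM final) in 100mM TEA pH 7.6, 5mM MgCl2, 0.01% Tween-20. After 60 minutes at room temperature, ATP was read by Kinase-Glo Plus luminescence end-point.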
An asterisk follows results filed as active; i = inactive; ? = inconclusive; nt = not tested or not shown; & = joins results of further samples; [ ] = dose if it differs, or a comment. Unless noted, calls come from the whole dose curve; as a rule, active = well fitted curve in the direction sought with a large enough effect; inconclusive = small, poorly fitted or top-dose-only effect, or another doubt; inactive = no such curve, though single readings can be large; an effect the other way counts as inactive or inconclusive. Potency is the fitted concentration of half-maximal effect.

SMILES	RGS4 inhibitor	TrxR1 inh	Pin1 inhibitor	GLS inh	ALOX12 inh	JMJD2A Tudor	ERG-DNA inh	HP1b binding inh	Tb PGK inh
Cc1ccc(-c2noc(C3CCCN(C(=O)c4ccccc4Br)C3)n2)o1 (stereo unspecified)	-14%	-20%	6%	-2%	-16%	-14%	19%	20%	8%
COc1ccc(C(=O)NCC(c2ccccc2)N2CCCC2)cc1S(=O)(=O)N1CCOCC1 (stereo unspecified)	7%	-32%	0%	4%	?	-16%	2%	38%	8%
COc1ccc(C(CNC(=O)Cc2ccc(Cl)cc2)N2CCOCC2)cc1 (stereo unspecified)	-11%	21%	-2%	3%	0%	-2%	0%	34%	9%
CC1CCc2nc3ccccc3c(C(=O)OCC(=O)N(C)C3CCS(=O)(=O)C3)c2C1 (stereo unspecified)	-5%	23%[57.1 µM]	-2%	2%	-15%	0%	4%	24%	-6%
COc1cccc(CNC(=O)C2=C(C)C(=O)OC23CCN(C(C)=O)CC3)c1OC	-21%	5%	4%	2%	-15%	1%	1%	35%	1%
CCCn1c(=NC(=O)c2ccncc2)c(C#N)cc2c(=O)n3cccc(C)c3nc21	-3%[11.4 µM]	29%	-8%	-22%	nt	1%[11.4 µM]	10%	0%	-10%
Cc1c(Cl)c([N+](=O)[O-])nn1CCCC(=O)Nc1cccc(Cl)c1	-47%	3%	4%	-14%	-3%	-10%	nt	18%	i
COc1ccccc1NC(=S)NC(=O)Cc1ccc(Cl)cc1	-18%	-15%	0%	-3%	1%	-14%	5%	67%[activator]	i
COC(=O)c1sc2ccccc2c1S(=O)(=O)N1CCN(c2ccc(C(C)=O)cc2)CC1	-20%	9%[57.1 µM]	14%	4%	?	-18%	8%	12%	i
CCCCC1=CC2=CC(=O)C(C)(OC(=O)CC)C(=O)C2=CN1CCc1ccc(Br)cc1 (stereo unspecified)	-24%	-8%	-3%	-1%	40µM*	?	-1%	-1%	-7%
Cc1c(Cl)cccc1NC(=O)CCN1CCN(C)CC1	-24%	9%	1%	-1%	0%	2%	-10%	23%	-8%
CCOC(=O)c1cc(-c2ccc([N+](=O)[O-])cc2)nc2c1c(=O)[nH]c(=O)n2Cc1ccccc1	-5%	12%	-6%	?	-20%	-34%	-5%	-9%	-8%
O=C(CSc1nc2cc(Cl)ccc2s1)Nc1cccc(S(=O)(=O)N2CCOCC2)c1	-19%	?	48%[activator]	0%	-17%	-1%	-3%	42%[activator]	-6%
CCOc1cc(C)c(Cl)cc1S(=O)(=O)n1cnc2ccccc21	-32%	13%	6%	4%	?	3%	1%	18%	i
COc1ccccc1Oc1coc2c(CN3CCOCC3)c(O)ccc2c1=O	14%	18%	-15%	8%	12%	-7%	-10%	3%	0%
CC(C)NC(=O)COC(=O)c1ccc(O)cc1	5%	-5%	-4%	7%	-2%	8%	-11%	53%	4%
CCN1CCCC1CNC(=O)c1ccc(CS(=O)(=O)c2ccccc2C)o1 (stereo unspecified)	4%	0%	4%	-6%	-4%	-12%	4%	54%[activator]	-6%
CN1C(=O)c2ccccc2N(C)C1c1ccc(F)cc1 (stereo unspecified)	1%	22%[57.1 µM]	-3%	4%	-2%	10%	2%	54%[activator]	5%
Cc1ccc(C)c(C(=O)c2c(C)nc3sccn23)c1	-11%	7%[57.1 µM]	0%	0%	-23%	-5%	-2%	24%	-11%
CC(C)C[C@@H](CN)NC(=O)c1nc[nH]c1C(=O)N[C@@H](Cc1c[nH]c2ccccc12)C(=O)CNC[C@H](C)NC(=O)c1nc[nH]c1C(=O)N[C@@H](CC(=O)O)C(=O)O	7%	5%	-12%	?	16%	56µM*	-11%	21%	3%
Cc1nc2c(-c3ccc(F)cc3)c(C)nn2c(C)c1CCC(=O)Nc1ccc(F)cc1F	14%	37%[activator]	0%	5%	-7%	3%	1%	10%	-6%
CCOc1ccc(NC(=O)CN2CCN(CC(=O)Nc3ccc(N(C)C)cc3)CC2)cc1	-33%	18%	-3%	26%	0%	1%	6%	21%	1%
CCOC(=O)c1cc(NC(=O)c2ccc(OC)cc2)c(=O)n2c1oc1ccc(Cl)cc12	-17%	26%	0%	-6%	-2%	9%	-1%	42%[activator]	1%
CCOC(=O)C1CCCN(S(=O)(=O)c2ccc(NC(C)=O)cc2)C1 (stereo unspecified)	9%	21%	41%	1%	3%	-10%	-3%	24%	-8%
Cc1ccc(-n2cnc3c(=O)[nH]cnc32)cc1[N+](=O)[O-]	-22%	-20%	-2%	0%	-38%	-3%	19%	20%	-7%
COc1ccc(NC(=O)CSc2ncnc3[nH]ncc23)cc1	-16%[11.4 µM]	-28%	1%	?	5%	-32%[11.4 µM]	-2%	3%	-5%
C[C@H](CO)N1C[C@H](C)[C@@H](CN(C)C(=O)NC2CCCCC2)Oc2ccc(NC(=O)c3ccncc3)cc2C1=O	11%	-17%	-6%	1%	-17%	-7%	-4%	39%	-2%
COc1ccc(NC(=O)CSc2nnc(-c3nnn(-c4ccc(F)cc4)c3C)o2)cc1	7%	6%[57.1 µM]	-9%	16%	-7%	?	12%	11%[57 µM]	-7%
CC(C)(C)OC(=O)N1CCC(c2c(C(=O)N3CCN(c4ccccn4)CC3)cnn2-c2ccccc2)CC1	1%	15%	4%	-8%	-14%	-7%	-9%	41%[activator]	1%
CC(=O)c1c(C)oc2ccc(N(C(C)=O)S(=O)(=O)c3ccc(Cl)c([N+](=O)[O-])c3)cc12	3%	?	5%	4%	0%	-23%	-5%	0%	-3%

An excerpt from above in order of their number in Tb PGK inh, low to high.
SMILES	RGS4 inhibitor	TrxR1 inh	Pin1 inhibitor	GLS inh	ALOX12 inh	JMJD2A Tudor	ERG-DNA inh	HP1b binding inh	Tb PGK inh
CCN1CCCC1CNC(=O)c1ccc(CS(=O)(=O)c2ccccc2C)o1 (stereo unspecified)	4%	0%	4%	-6%	-4%	-12%	4%	54%[activator]	-6%
CC(=O)c1c(C)oc2ccc(N(C(C)=O)S(=O)(=O)c3ccc(Cl)c([N+](=O)[O-])c3)cc12	3%	?	5%	4%	0%	-23%	-5%	0%	-3%
CC(C)C[C@@H](CN)NC(=O)c1nc[nH]c1C(=O)N[C@@H](Cc1c[nH]c2ccccc12)C(=O)CNC[C@H](C)NC(=O)c1nc[nH]c1C(=O)N[C@@H](CC(=O)O)C(=O)O	7%	5%	-12%	?	16%	56µM*	-11%	21%	3%

(list continues)
SMILES	RGS4 inhibitor	TrxR1 inh	Pin1 inhibitor	GLS inh	ALOX12 inh	JMJD2A Tudor	ERG-DNA inh	HP1b binding inh	Tb PGK inh
O=C(N/N=C/c1cccnc1)C(O)(c1ccccc1)c1ccccc1	6%	7%	-3%	1%	-9%	-4%	-5%	11%	-4%
O=C1Nc2c(Cl)cc(Cl)cc2C1=O	-47%	-28%[57.1 µM]	1%	9%	-27%	-8%	7%	8%[57 µM]	-7%
CCCn1cc(S(=O)(=O)c2ccccc2)c(=O)c2cc(F)c(N3CCCC(C)C3)cc21 (stereo unspecified)	-3%	39%[activator]	-3%	-2%	3%	-20%	-3%	23%	-9%
CCOc1ccc(CCNC(=O)Cn2c(=O)c3cccn3c3ccc(F)cc32)cc1OCC	-14%	19%	1%	-28%	-16%	-8%	-6%	27%	-8%
CC(C)(C)C1CCc2c(sc(NC(=O)C3CC=CCC3C(=O)O)c2C#N)C1 (stereo unspecified)	?	-5%	?	21%	-25%	-23%	-2%	20%	-12%
CCCCNC(=S)N(C)/N=C/c1ccc2c(c1)OCO2	16%	1%	?	2%	-13%	37%[activator]	-2%	70%[activator]	nt
Nc1ccccc1CNc1nc(NCCO)nc2c1ncn2CCN1CCOCC1	-13%	4%	-1%	2%	22%	-11%	-16%	11%	-4%
Cc1ccc(C)c(NS(=O)(=O)c2cc(C(N)=O)ccc2C)c1	-8%	9%	2%	11%	-35%	-12%	0%	8%	nt
COc1ccc(Nc2ncnc3sc4c(c23)CCCC4)cc1	-10%	8%[57.1 µM]	2%	2%	-25%	?	4%	14%[57 µM]	i
COc1cccc(CNC(=O)Cn2ccc3cc(S(=O)(=O)N4CCC(C)CC4)ccc32)c1	-59%[56.9 µM]	35%[57.1 µM]	28%&29%	26%&1%	-28%&-30%	?	-1%&-2%	15%&21%	-8%&-9%
CN=C1S/C(=C\c2ccc(OCC(=O)OC)c(OC)c2)C(=O)N1C	-17%	-5%	-4%	-4%	?	-17%	-12%	34%	-3%
CCCn1c2ccccc2c2cnn(CC(=O)NC(CCSC)C(=O)OC)c(=O)c21 (stereo unspecified)	?	-8%	-3%	-17%	-11%	-2%	3%	14%	-1%
O=C(c1ccccc1F)N1CCN(c2ccc([N+](=O)[O-])c(NCc3cccnc3)c2)CC1	8%	-3%[57.1 µM]	3%	-13%	?	?	-1%	-25%	-5%
COc1ccc(C(=O)NCC(=O)N/N=C/c2cn(C)c3ccccc23)cc1OC	4%	8%	-4%	-1%	-7%	-17%	2%	23%	-7%
CCCOc1ccc(/C=N\NC(=O)CCc2n[nH]c(=O)[nH]c2=O)cc1OC	2%	-19%	-1%	-8%	-3%	-4%	5%	49%[activator]	-6%
Cc1ccccc1S(=O)Cc1ccc(C(=O)NC2CC2)o1 (stereo unspecified)	?	7%	-7%	-10%	25%	-19%	2%	28%	-10%
O=S(=O)(c1ccc(F)c(Cl)c1)N1CCCC1	22%	-2%	-5%	0%	-5%	1%	-4%	31%	4%
COc1ccc(CCNCC(O)Cn2c3ccccc3c3ccccc32)cc1OC (stereo unspecified)	-16%	4%	0%	-4%	?	-35%	17%	-6%	-9%

These rows are one share of the data; the hit share may differ from the screen's.
